Screens from PubChem BioAssay.
RTF Ca sens inh = cardiac RTF calcium sensitivity inhibitors, primary screen, biochemical, IANBD-TnC fluorescence, EC70 calcium | Troponin I, cardiac muscle (Homo sapiens) + Troponin T, cardiac muscle (Homo sapiens) + … | IANBD-labeled cardiac RTF, Ca2+ fluorescence | inhibition, % at 7.15 µM | 340,000 tested, 0.12% active | AID 493244, 2011;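 active means inhibition above the mean inhibition of all tested compounds plus 3 SD, cut at about 17% in these data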;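 further: assay run at fixed EC70 calcium of 1.6 mM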
NSD2 HMT inh = NSD2 histone methyltransferase inhibitors, primary screen, biochemical, AlphaScreen, single concentration, set 2; Histone-lysine N-methyltransferase NSD2 (Homo sapiens), O96028; NSD2 peptide methylation, 120 min; inhibition, % at 12.5 µM; 310,000 tested, 0.54% active; AID 743445, 2014; in the data active means inhibition above about 50%
Target sequence (O96028 whole entry, looked up): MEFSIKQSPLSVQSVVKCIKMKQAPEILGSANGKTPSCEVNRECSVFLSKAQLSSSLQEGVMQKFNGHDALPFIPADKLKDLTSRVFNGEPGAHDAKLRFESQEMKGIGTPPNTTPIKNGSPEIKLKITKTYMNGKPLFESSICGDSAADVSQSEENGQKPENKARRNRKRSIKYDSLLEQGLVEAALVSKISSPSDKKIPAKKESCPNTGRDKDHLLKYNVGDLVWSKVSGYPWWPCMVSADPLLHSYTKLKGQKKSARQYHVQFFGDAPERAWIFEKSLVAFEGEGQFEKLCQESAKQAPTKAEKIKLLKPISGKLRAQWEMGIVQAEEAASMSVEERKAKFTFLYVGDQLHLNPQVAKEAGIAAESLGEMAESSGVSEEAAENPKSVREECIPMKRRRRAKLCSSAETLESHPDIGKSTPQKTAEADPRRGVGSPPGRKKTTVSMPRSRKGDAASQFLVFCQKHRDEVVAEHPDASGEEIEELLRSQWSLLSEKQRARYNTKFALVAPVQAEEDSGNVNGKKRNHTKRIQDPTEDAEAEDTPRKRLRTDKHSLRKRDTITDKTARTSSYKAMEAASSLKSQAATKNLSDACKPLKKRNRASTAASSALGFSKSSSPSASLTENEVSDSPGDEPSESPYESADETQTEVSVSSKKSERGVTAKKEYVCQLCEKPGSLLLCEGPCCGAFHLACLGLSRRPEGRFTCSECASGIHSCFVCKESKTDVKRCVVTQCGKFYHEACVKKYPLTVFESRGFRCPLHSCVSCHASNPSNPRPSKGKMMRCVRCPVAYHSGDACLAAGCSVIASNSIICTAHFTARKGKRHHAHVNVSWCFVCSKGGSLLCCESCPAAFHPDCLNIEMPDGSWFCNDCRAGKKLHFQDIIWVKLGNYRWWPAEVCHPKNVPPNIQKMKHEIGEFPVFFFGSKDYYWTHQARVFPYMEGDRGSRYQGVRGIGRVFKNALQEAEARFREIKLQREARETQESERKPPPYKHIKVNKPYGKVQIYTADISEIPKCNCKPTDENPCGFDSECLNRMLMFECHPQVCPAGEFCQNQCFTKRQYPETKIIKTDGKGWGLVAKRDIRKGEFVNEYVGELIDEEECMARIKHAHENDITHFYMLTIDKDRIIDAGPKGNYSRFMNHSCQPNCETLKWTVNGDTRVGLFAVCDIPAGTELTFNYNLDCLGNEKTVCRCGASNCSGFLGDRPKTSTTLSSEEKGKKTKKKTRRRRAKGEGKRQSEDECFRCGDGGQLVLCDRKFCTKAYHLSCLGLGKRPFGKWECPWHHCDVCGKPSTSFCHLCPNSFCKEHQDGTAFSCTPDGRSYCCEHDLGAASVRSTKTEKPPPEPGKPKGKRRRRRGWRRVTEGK
Keap1-Nrf2 PPI = Keap1-Nrf2 protein-protein interaction inhibitors, primary screen, biochemical, fluorescence polarization, single point; Kelch-like ECH-associated protein 1 (Homo sapiens), Q14145; Keap1 Kelch-Nrf2 peptide fluorescence polarization, 1536-well; inhibition, % at 9.4 µM; 340,000 tested, 0.15% active; in the data active means inhibition above about 12%; inconclusive means no clear call, values can overlap the other calls; inactive means below about 7.3%;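 further: human Keap1 Kelch domain with fluorescein labeled Nrf2 9mer peptide probe; 0% = neutral control wells and 100% = peptide positive control; higher means more block of Keap1 binding to Nrf2 peptide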
PvdQ acylase = P. aeruginosa PvdQ acylase inhibitors, primary screen, biochemical, fluorescence, plate reader and imaging, single point | inhibition, % at 10 µM | purified PvdQ acylase | AID 488965, 2010 | 340,000 tested, 0.063% active | PvdQ acylase [Pseudomonas aeruginosa LESB58]; in the data active means inhibition above about 30%, passing the limit was not always enough; inconclusive means no clear call, values can overlap the other calls;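 further: 0% = vehicle neutral wells and 100% = reference inhibitor wells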
DAGLB inh = DAGLB lipase inhibitors, primary screen, biochemical, fluorescence, HTS | Diacylglycerol lipase-beta (Homo sapiens), Q8NCG7 | HEK293T DAGLB membrane lysate, EnzChek fluorogenic substrate | inhibition, % at 5.17 µM | 340,000 tested, 0.059% active | AID 504411, 2011; in the data active means inhibition above about 34%;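 further: 0% = enzyme with vehicle and 100% = wells lacking enzyme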
LANA DNA inh = inhibitors of KSHV C-LANA binding to DNA, primary screen, biochemical, fluorescence polarization, FAM-LBS DNA, MBP-C-LANA, single point | 340,000 tested, 0.078% active | inhibition, % at 9 µM | AID 504423, 2011 | Kaposi's sarcoma herpesvirus LANA C-terminal domain (residues 932-1162) DNA binding;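 active means highest replicate inhibition at or above 60% at 9 µM, even if other replicates fall short; inactive means all replicates below 60% inhibition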;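 further: 0% = neutral control wells and 100% = 4 µM acridine orange control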
SR-BI uptake up = activators of SR-BI mediated DiI-HDL uptake, primary screen, ldlA[mSR-BI] CHO cells, DiI fluorescence. 3 h; 100 = double the neutral-control signal. activation, % at 12.5 µM. 320,000 tested, 0.096% active;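 active means mean replicate activation of at least 60% and every replicate at or above 60%; inconclusive means mean or all-replicate condition met, but not both; inactive means mean below 60% and not all replicates reaching 60%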;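 further: 0% = median plate neutral-control signal and 100% = twice that signal; values of inactives mirror those of a sister screen read the other way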
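Material: SR-BI-overexpressing, LDLR-lacking CHO cells | Dosing: Single compound concentration, delivered by pin transfer | Probe or stimulus: Labelled HDL, 10 µg/mL | Signal: Bottom-read cell fluorescence after medium removal, ex 550/em 595 nm | Schedule: 3 h, 37 °C | Evaluation: HDL uptake via cellular fluorescence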
PKA-R2B act = activators of PKA-R2B holoenzyme, primary screen, biochemical, fluorescence polarization, Cy5-IP20, human. cAMP-dependent protein kinase catalytic subunit beta (Homo sapiens) + cAMP-dependent …. PKA-R2B holoenzyme dissociation; R2B truncated from residue 108, S112A mutant; 0% DMSO only, 100% 113 µM cGMP. activation, % at 11.4 µM. 340,000 tested, 0.079% active. AID 504700, 2011;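 active means activation above a cutoff set at the mean over all compounds plus 3 SD, cut at about 18% in these data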;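 further: higher means more holoenzyme dissociation and a rise in polarization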
SR-BI HDL uptake = inhibitors of SR-BI mediated HDL lipid uptake, primary screen, ldlA[mSR-BI] cells, fluorescence, single point | ldlA[mSR-BI] CHO cells, DiI-HDL uptake fluorescence, 3 h | 320,000 tested, 0.96% active | inhibition, % at 12.5 µM;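 active means mean replicate inhibition of at least 70% and a set share of replicates each scoring 70 or more; inconclusive means meets just one of the two criteria; inactive means fails both criteria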;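 further: 0% = median of neutral control wells and 100% = median of positive control wells; values of inactives mirror those of a sister screen read the other way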
Arr AP2 block = inhibitors of beta-arrestin/AP2 binding, primary screen, biochemical, GPCR trafficking, flow cytometry; beta-arrestin 1 C-terminal peptide binding to AP2 beta2-adaptin appendage (human); FITC-arrestin peptide / GST-AP2 beads; AP2 beta2 appendage carries R879A mutation; inhibition, % at 10 µM; 340,000 tested, 0.31% active;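 active means inhibition above a set limit, near 3 SD of compounds lacking own fluorescence, cut at about 54% in these data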;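 further: plate controls were DMSO wells for no effect and 5 µM unlabelled arrestin peptide for full effect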
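system = GST-tagged AP2 beta2-adaptin appendage (R879A) on 4 µm glutathione beads | reagent = FITC-labelled arrestin peptide probe, 50 nM final | schedule = compound with beads 12 min RT, then probe 1 h RT | signal = HyperCyt-sampled flow cytometry, FL1 channel, ex 488/em 535 nm | read-out = percent response from loss of bead-bound FITC fluorescence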
Starred values were filed as active, the others as inactive; ? = inconclusive; · = no result given. Rows are unselected. Share with any hit: about 2.1%.

The first six records as a preview:
RTF Ca sens inh	NSD2 HMT inh	Keap1-Nrf2 PPI	PvdQ acylase	DAGLB inh	LANA DNA inh	SR-BI uptake up	PKA-R2B act	SR-BI HDL uptake	Arr AP2 block	Molecule
-4	-1	1	3	1	1.0	-7	-5	7	-6	COc1ccccc1CNC(=O)COC(=O)c1cccc(S(=O)(=O)N2CCOCC2)c1
-7	-1	-2	-14	0	-0.7	2	-3	-2	-5	COc1ccc(S(=O)(=O)NC(CC(=O)NCCc2ccc(OC)c(OC)c2)C(C)C)cc1 (centres undefined)
-2	-1	0	-12	-4	1.0	-77	-5	?	-6	CCOC(=O)c1sc(NC(=O)c2ccc(OC)cc2)nc1C
0	-1	-1	-3	-3	0.5	-38	-12	38	4	CCOC(=O)c1sc(NC(=O)CSc2nnc(-c3ccco3)o2)c(C(=O)OCC)c1C
-5	0	-2	2	1	0.6	·	1	58	-24	CCOc1cc(/C=N/NC(=O)c2nnn(-c3nonc3N)c2C)ccc1OCc1ccc(F)cc1
-1	-2	1	-19	-5	0.6	7	-7	-7	-9	CCOc1ncnc2c1oc1nc(CC(C)C)c3c(c12)CC(C)(C)OC3

The listing, from the first entry:
RTF Ca sens inh	NSD2 HMT inh	Keap1-Nrf2 PPI	PvdQ acylase	DAGLB inh	LANA DNA inh	SR-BI uptake up	PKA-R2B act	SR-BI HDL uptake	Arr AP2 block	Molecule
-4	-1	1	3	1	1.0	-7	-5	7	-6	COc1ccccc1CNC(=O)COC(=O)c1cccc(S(=O)(=O)N2CCOCC2)c1
-7	-1	-2	-14	0	-0.7	2	-3	-2	-5	COc1ccc(S(=O)(=O)NC(CC(=O)NCCc2ccc(OC)c(OC)c2)C(C)C)cc1 (centres undefined)
-2	-1	0	-12	-4	1.0	-77	-5	?	-6	CCOC(=O)c1sc(NC(=O)c2ccc(OC)cc2)nc1C
0	-1	-1	-3	-3	0.5	-38	-12	38	4	CCOC(=O)c1sc(NC(=O)CSc2nnc(-c3ccco3)o2)c(C(=O)OCC)c1C
-5	0	-2	2	1	0.6	·	1	58	-24	CCOc1cc(/C=N/NC(=O)c2nnn(-c3nonc3N)c2C)ccc1OCc1ccc(F)cc1
-1	-2	1	-19	-5	0.6	7	-7	-7	-9	CCOc1ncnc2c1oc1nc(CC(C)C)c3c(c12)CC(C)(C)OC3
-9	-4	1	-16	-4	-1.3	9	4	-9	4	Cc1ccnc(N2C(=O)CSC2c2ccc(Cl)cc2)c1 (centres undefined)
-10	-4	0	2	1	-0.3	-4	-7	4	6	COc1ccc(Cn2c(SCC(=O)NCc3ccco3)nc3ccsc3c2=O)cc1
-2	-2	-1	-11	-1	45	42	-6	-42	7	COC(=O)C(NC(=O)C(C)NC(=O)OCc1ccccc1)C(C)C (centres undefined)
-9	-1	-5	-12	0	-1.8	10	-9	-10	8	CS(=O)(=O)N1CCN(C(=O)CSc2ccccc2)CC1
-13	0	-3	-9	1	3.4	1	5	-1	-2	Cn1c(=O)c2c(nc(N3CCN(c4ccccc4)CC3)n2CCCc2ccccc2)n(C)c1=O
-8	-1	2	-9	-8	-0.6	-20	-2	20	2	O=C(Nc1ccccn1)c1cc(-c2ccc(Cl)s2)nc2ccccc12
1	0	-3	-24	1	-1.4	-3	11	3	5	COc1cccc2cc(C(=O)N3CCc4ccccc4C3)c(=O)oc12
6	-3	-2	-2	0	0.9	37	-4	-37	5	Brc1cccc(-c2nnc3n2CCC3)c1
-3	5	-1	6	-9	-1.3	-46	-3	46	8	COc1ccc(OC)c(NC(=O)C(=S)NC2CCCCC2)c1
-8	·	-1	-9	0	0.1	-2	2	2	-2	CCCCN(C(=O)c1ccc(Br)o1)C1CCS(=O)(=O)C1 (centres undefined)
-20	6	-5	-10	-8	2.3	-17	-6	17	-1	COc1cccc(-c2nc(-c3ccccn3)no2)c1OC
-3	-3	2	-9	-1	0.7	16	-2	-16	1	CCOC(=O)C(C)Oc1ncnc2cccc(F)c12 (centres undefined)
-2	-5	-4	9	2	0.1	-50	-21	50	7	Cc1ccc(C)c(Nc2cc(C(=O)NCc3cccnc3)c3ccccc3n2)c1
6	-1	-2	8	-3	-0.5	14	-9	-14	9	O=C(O)C1CCCN1S(=O)(=O)c1ccc(Cl)c(Cl)c1 (centres undefined)
1	-1	1	-8	0	2.2	·	-6	·	-4	O=C(O)c1cccc(NC(=O)C2C3C=CC(C3)C2C(=O)OCC(F)(F)C(F)F)c1 (centres undefined)
4	1	-5	13	-1	1.3	-2	-10	2	-10	Cc1cccc2c(=O)cc(C(F)(F)F)[nH]c12
-7	0	-4	-15	3	1.7	3	-1	-3	15	CCOc1ccc(NS(=O)(=O)c2ccc(C(=O)NCCCN3CCOCC3)cc2)cc1
-5	-1	2	-9	2	1.5	-69	-4	69	-1	CC(=O)Nc1ccc(-c2csc(NC(=O)Nc3ccccc3)n2)cc1
-5	-1	-7	-13	-1	-1.0	8	7	-8	-39	CC(CN1CCOCC1)OC(=O)C1COc2ccccc2O1 (centres undefined)
-1	-2	-1	4	1	0.7	-1	0	1	14	COC(=O)CC1C(=O)NCCN1C(=S)Nc1ccccc1Cl (centres undefined)
0	1	-4	-17	1	-0.4	-16	-6	16	9	COc1ccc(CCNC(=O)CSc2nc(N)c3c(C)c(C)oc3n2)cc1OC
-3	1	-1	-16	-2	0.2	9	-3	-9	2	CC(=O)OC1CCC2(C)C(CCC3C2CC(=O)C2(C)C3CC(C(C(C)=O)C(C)=O)C2C(C)=O)C1 (centres undefined)
-5	1	2	-5	5	-1.5	15	11	-15	10	Cc1cccc(N(Cc2cc(=O)[nH]c3ccccc23)C(=O)CCl)c1
3	1	-1	-2	-1	-1.8	2	-13	-2	18	Cc1ccc(CSC2=Nc3ccccc3C3=NC(CC(=O)NCc4ccco4)C(=O)N23)cc1 (centres undefined)
5	·	0	-12	-2	-1.5	12	-1	-12	6	CCN1C(=O)N[C@@H](c2ccccc2)C(C(=O)OC)=C1C
-5	2	1	4	1	0.4	4	-6	-4	6	Cc1ccc(-n2c(SCC(=O)N3CC(=O)Nc4ccccc43)nc3ccccc3c2=O)cc1C
7	4	-7	-14	1	2.0	12	-2	-12	-5	CN(C)C(CNC(=O)C1CCN(S(=O)(=O)c2cc(Cl)ccc2Cl)CC1)Cc1ccccc1 (centres undefined)
-10	-1	3	-11	1	0.7	16	13	-16	9	CC(C)(C)NC(=O)CN(C(=O)CNS(=O)(=O)c1ccccc1)c1ccc2c(c1)OCCO2
5	·	-3	0	-6	1.6	25	-10	-25	36	O=C(C1=C[C@H](c2ccc(C(F)(F)F)cc2)C[C@H](OCc2ccc(CO)cc2)O1)N1CCCCCCC1
·	1	-2	-11	·	1.5	10	·	-10	5	CC(C)(CO)NC(=S)NCc1ccco1
-12	-7	0	-10	1	-1.8	-47	-16	47	0	CCOC(=O)c1sc(=NC(=O)c2ccc(C)c(C)c2)n(C)c1C
-3	-2	-1	-1	-1	0.0	15	3	-15	-3	Cc1cc(Cl)c(S(=O)(=O)Nc2ccc3c(c2)OCCO3)cc1OCC(=O)NC1CCCCC1
3	2	·	-1	1	·	15	-9	-15	28	Cn1c(Cc2cccs2)nnc1SCC(=O)Nc1ccc(C(N)=O)cc1
0	1	-7	-7	-1	-0.4	·	-1	·	-6	Cc1cccc(C(=O)N2CCc3cc(-c4csc(NC(=O)CN5CCCC5)n4)ccc32)c1
1	2	-2	-3	0	0.9	5	-4	-5	4	Cc1cc(NC(=O)CSc2nccn2-c2cccc(C)c2C)no1
-7	-1	-2	-6	1	-1.1	10	1	-10	6	COc1ccccc1NC(=O)C(=O)/C=C(\O)c1ccccc1
-6	-3	0	-5	2	1.1	10	-4	-10	-6	CC(=O)Oc1ccc2oc3c(c2c1)C(=O)CCC3
-3	-2	-4	-9	3	0.1	3	11	-3	-2	COc1ccc(NS(=O)(=O)c2cccc(C(=O)NNC(=O)CNC(=O)c3ccccc3Cl)c2)cc1
-1	0	1	7	-2	4.2	0	-4	0	28	CCOC(CCNC(=O)c1cn(-c2cccc(C)n2)cn1)OCC
0	1	-8	-25	2	2.6	-89	-6	89*	-5	Clc1ccc(/C=N/c2c(-c3ccc(Cl)cc3)nc3n2CCS3)cc1
-6	-1	-3	5	0	-0.4	12	4	-12	4	CSCc1ccc(C(=O)NCc2ccccc2)cc1
-2	·	0	0	-2	-0.6	-13	-7	13	-11	O=C(CSc1n[nH]c(-c2ccccc2)n1)NC1CCCCC1
3	-6	-2	-2	0	-0.2	-1	4	1	13	CC12CN3CC(C)(CN(C1)C3c1ccccc1)C2O (centres undefined)
4	·	-1	-4	1	0.7	3	0	-3	·	COc1cc(CCCN2C(N)=NC[C@H]2Cc2ccc(O)cc2)cc(OC)c1OC
